Bioassay records deposited in PubChem BioAssay by National Center for Advancing Translational Sciences (NCATS).
VP16 counter: Gal4-VP16 reporter inhibition counter-screen. Potency, µM (top dose mostly 53.6 µM), for inactives: at the top dose activity, negative = inhibition, most hits filed as inhibitors. 310,000 tested, 3.5% active. Drosophila S2 Gal4-VP16 UAS-luciferase, luminescence, 20 h. AID 2546;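 note: Gal4-VP16 expression switched on by copper sulfate through the metallothionein promoter; potency is the fitted concentration of half-maximal effect; % is set by controls: 0 for no effect and ±100 for the full control effect; nearly all actives have a fitted effect of over 50% in size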
p53 reactivation: re-activators of mutant p53 | H1299 p53-A138V BP100-luciferase reporter, luminescence, 24 h | Potency, µM (titrated, usually from 92.2 µM), for the others: top-dose activity change, positive = activation, actives largely listed as activators | 320,000 tested, 0.063% active | AID 504706; note: potency is the fitted concentration of half-maximal effect; % of control where 0% means no effect; nearly all actives have a fitted effect of over 45% in size
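p53-null H1299 cells stably carrying temperature-sensitive p53-A138V and a BP100-luciferase reporter were pinned with compounds (4-point, 1:5 series) and held 24 hrs at 37 deg C. Luminescence was read 10 min after detection reagent.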
RORgamma inh: inhibitors of mouse ROR gamma transcriptional activity; P51450; Potency, µM (top dose mostly 53.6 µM), inactives show at the top dose activity change, negative = inhibition, most hits filed as inhibitors; Drosophila S2 Gal4-RORgamma UAS-luciferase reporter, 20 h; 310,000 tested, 5.4% active; note: potency is the fitted concentration of half-maximal effect; % is set by controls: 0 for no effect and ±100 for the full control effect; nearly all actives have a fitted effect of over 60% in size
Target sequence (P51450 whole entry, looked up, the tested form may be a part): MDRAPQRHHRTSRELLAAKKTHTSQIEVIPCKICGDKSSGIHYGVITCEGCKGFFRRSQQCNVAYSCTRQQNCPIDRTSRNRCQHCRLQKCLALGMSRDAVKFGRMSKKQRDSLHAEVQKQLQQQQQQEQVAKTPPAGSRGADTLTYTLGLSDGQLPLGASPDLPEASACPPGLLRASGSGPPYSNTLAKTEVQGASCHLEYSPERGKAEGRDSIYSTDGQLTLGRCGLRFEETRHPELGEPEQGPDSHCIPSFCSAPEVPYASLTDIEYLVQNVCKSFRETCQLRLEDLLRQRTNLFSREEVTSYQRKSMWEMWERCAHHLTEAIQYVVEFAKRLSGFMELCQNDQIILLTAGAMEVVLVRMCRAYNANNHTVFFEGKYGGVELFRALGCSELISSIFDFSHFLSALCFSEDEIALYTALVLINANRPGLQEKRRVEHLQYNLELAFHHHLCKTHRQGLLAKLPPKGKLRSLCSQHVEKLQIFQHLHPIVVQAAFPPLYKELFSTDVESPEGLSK
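A Gal4/UAS one-hybrid system in insect cells: metallothionein-promoter Gal4–ROR gamma fusion plus Photinus luciferase reporter. Copper sulfate 700 uM final, 20 hr ambient incubation, luminescent detection after 10 min with reagent.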
FLuc modulator: counter-screen for miR-21 project: firefly luciferase inhibitors or activators; 360,000 tested, 6.9% active; Potency, µM (doses to about 57.5 µM), inactives show at the top dose activity change, negative = inhibition, usual class: inhibitors; P08659; AID 588342; purified FLuc, Km substrates, luminescence inhibition;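 note: potency is the fitted concentration of half-maximal effect; plate controls were vehicle for no effect and reference inhibitor for full effect; nearly all actives have a fitted effect of over 55% in size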
Target sequence (P08659 whole entry, looked up): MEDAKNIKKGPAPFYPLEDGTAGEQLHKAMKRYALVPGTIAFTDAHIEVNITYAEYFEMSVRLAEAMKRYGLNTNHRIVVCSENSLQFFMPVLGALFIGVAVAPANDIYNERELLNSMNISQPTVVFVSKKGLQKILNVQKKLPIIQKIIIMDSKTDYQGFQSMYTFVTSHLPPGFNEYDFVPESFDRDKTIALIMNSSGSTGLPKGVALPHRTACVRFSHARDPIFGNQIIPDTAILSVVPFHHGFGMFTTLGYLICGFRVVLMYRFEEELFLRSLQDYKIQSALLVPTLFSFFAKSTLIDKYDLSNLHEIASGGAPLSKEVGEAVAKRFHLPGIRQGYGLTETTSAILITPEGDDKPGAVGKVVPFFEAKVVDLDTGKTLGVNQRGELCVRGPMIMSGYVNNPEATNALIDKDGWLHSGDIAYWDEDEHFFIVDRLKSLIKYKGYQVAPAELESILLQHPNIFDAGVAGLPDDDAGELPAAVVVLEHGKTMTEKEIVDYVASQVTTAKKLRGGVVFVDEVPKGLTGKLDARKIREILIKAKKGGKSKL
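Biochemical qHTS of compounds, final roughly 60 µM downward over six points, against 10 nM purified firefly luciferase using Km concentrations of substrates (10 uM D-luciferin, 10 uM ATP) in Tris acetate pH 7.5 buffer; luminescence output.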
NPC1 prom act: activators of NPC1 promoter; Huh7 NPC1 promoter luciferase reporter, 24 h; Potency, µM (doses to about 9.22 µM), for the others: at the top dose activation, hits mostly activators; 320,000 tested, 2.4% active;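 note: potency is the fitted concentration of half-maximal effect; % of control where 0% means no effect; nearly all actives have a fitted effect of over 60% in size; reporter is driven by a mutant NPC1 promoter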
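Stable NPC1-promoter luciferase Huh7 line; cpd (DMSO) 24 h, 37 °C, 5% CO2; Amplite luciferase reagent 10 min RT; luminescence readout. qHTS format.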
BRCA1 expr act: activators of BRCA1 expression. 380,000 tested, 1.1% active. Potency, µM (titrated, usually from 46.1 µM), for inactives: top-dose activation, most hits filed as activators. MCF7-BRCA1-FFLuc reporter, luminescence, 48 h; response scale: scaled: vehicle 0%, 10 µM genistein 100%; note: potency is the fitted concentration of half-maximal effect; nearly all actives have a fitted effect of over 80% in size; some results filed as inactive show a strong effect at the top dose
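MCF7-BRCA1-FFLuc, 2000 cells/well; 2 h attach, 37 °C/5% CO2; compound 48 h; luciferase substrate 15 min; luminescence end-point. Norm. to genistein 10 microM max activation and DMSO; concentration-response curves fitted.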
ELG1 DNA repair: inhibitors of ELG1-dependent DNA repair in HEK293T cells; HEK293T ELG1-luciferase reporter, luminescence, 16 h; DNA damage induced by 5-fluorouridine; Potency, µM (titrated, usually from 46.1 µM), without a hit: top-dose activity change, negative = inhibition, most hits filed as inhibitors; 330,000 tested, 2.3% active; AID 504467; note: potency is the fitted concentration of half-maximal effect; % is set by controls: 0 for no effect and ±100 for the full control effect; nearly all actives have a fitted effect of over 55% in size
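Overnight (16 hr) co-exposure of 2,000 cells/well to 5-fluorouridine and compound at 37 °C preceded detection. Luciferase was quantified via ONE-Glo luminescence; loss of signal denotes inhibition.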
Rab9 promoter act: activators of Rab9 promoter; 320,000 tested, 2.8% active; Huh7 Rab9 promoter-luciferase reporter, luminescence, 24 h; Potency, µM (highest dose often 9.22 µM), for the others: at the highest dose activation, negative = inhibition, usual class: activators; AID 485297; note: potency is the fitted concentration of half-maximal effect; % of control where 0% means no effect; nearly all actives have a fitted effect of over 60% in size
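Luminescence from Amplite-detected luciferase (10 minutes, ambient) reports Rab9 promoter activation. Before that, stable Rab9-luciferase Huh7 cells (1500/well, reduced-serum OP-MEM I plus 10% FBS) were exposed to compound for 24 hours at 37C.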
TRPV1 ag: activates the human vanilloid receptor TRPV1; Q8NER1; TRPV1-expressing cells, Fluo-8 calcium influx, agonist mode; activation, % at 8.33 µM; 320,000 tested, 0.19% active; AID 540275; in the data active = activation above about 80%; inconclusive = between about 30% and that limit; note: 0% is about no effect
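Fluo-8 calcium influx in TRPV1-expressing cells, kinetic read (ex 480/em 520 nm). Compound added and read 3 min for agonist activity, followed by capsaicin at EC20 final and 2 min further read for enhancement.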
ELG1 genotox: inducers of genotoxicity in HEK293T ELG1-luciferase cells; HEK293T ELG1-luciferase reporter, luminescence, 16 h; Potency, µM (top dose mostly 46 µM), for the others: top-dose activity change, positive = activation, usual class: activators; 330,000 tested, 1.3% active; note: potency is the fitted concentration of half-maximal effect; % of control where 0% means no effect; nearly all actives have a fitted effect of over 60% in size
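HEK293T cells expressing luciferase-tagged ELG1 were exposed to compound or DMSO vehicle for 16 hr at 37 °C and 5% CO2. Luciferase activity was then measured with ONE-Glo after 30 min at room temperature.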
Tb PFK block: inhibitors of T. brucei phosphofructokinase; O15648; 330,000 tested, 0.17% active; T. brucei PFK, ADP-Glo luminescence; Potency, µM (highest dose often 57.5 µM), for inactives: top-dose activity, negative = inhibition, hits mostly inhibitors;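 note: potency is the fitted concentration of half-maximal effect; 0% = uninhibited 1x PFK enzyme wells and -100% = no-enzyme wells; nearly all actives have a fitted effect of over 60% in size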
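Compounds were pin-transferred as a titration series up to 57 uM into substrate buffer (0.5 mM F6P, 0.1 mM ATP, pH 8.0), then 1.25 nM PFK was added and reactions ran 45 min before ADP-Glo detection.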
An asterisk follows results filed as active; ? = inconclusive; nt = no result given; [ ] = another dose, or the depositor's remark. Unless noted, calls come from the whole dose curve; as a rule, active = well fitted curve in the direction sought with a large enough effect; inconclusive = small, poorly fitted or top-dose-only effect, or another doubt; inactive = no such curve, though single readings can be large; an effect the other way counts as inactive or inconclusive.

Compound	VP16 counter	p53 reactivation	RORgamma inh	FLuc modulator	NPC1 prom act	BRCA1 expr act	ELG1 DNA repair	Rab9 promoter act	TRPV1 ag	ELG1 genotox	Tb PFK block
COCCOc1cc2ncnc(N3CCC(C(=O)O)CC3)c2cc1OCCOC	0%	6%	19%	0%	-2%	-4%	?	-7%	3	1%	-7%
CCCCN(CC)CCNC(=O)CNC(=O)Cn1ccc2ccccc2c1=O	-3%	-1%	-43%	-1%	-9%	?	18%	-1%	2	1%	2%
COc1cc2ncnc(NCc3ccc(Cl)cc3)c2cc1OC	4%[10 µM]	3%	10%	6%	-2%	-10%	?	-12%	-4	-1%	1%
COC(=O)c1ccc(N2CCN(C)CC2)c(NC(=O)COc2ccc(OC)cc2)c1	-11%	-5%	7%	2%	4%	-19%	?	3%	-6	-5%	0%
CN(C(=O)c1ccc(-c2nn(C)c(=O)c3ccccc23)cc1)C1CCCCC1	-1%	-5%	15%	-3%	-3%	-52%	?	0%	14	-23%	-1%
COc1ccc(NC2=NC(=S)N(c3ccc(C)cc3)C23CCCCC3)cc1	-6%	-3%	0.56µM*	1%	-3%	-31%	-4%	4%	nt	10%	0%
COc1ccccc1C(=O)Nc1cccc2cccnc12	-10%	?	0%	17µM*	24%	57%	50%	?	5	8%	0%
COCCc1nc2ccc(C(=O)NCc3cccc(-n4cccn4)c3)cc2o1	-13%	-1%	0%	-3%	-4%	-2%	-3%	4%	-1	-3%	3%
CC(C)(C)c1ccc(C(=O)NCC(=O)OCC(=O)N2CCN(S(=O)(=O)c3ccc(Cl)cc3)CC2)cc1	nt	14%	nt	?	24%	65%	?	4%	1	17%	-10%
COC(=O)c1c(NC(=O)CN2CCN(C(=O)c3ccco3)CC2)c2c(C)cccc2n1C	-2%	0%	-1%	-2%	-1%	-18%	?	10%	-2	-3%	10%
CCN(CC(=O)Nc1sc2c(c1C#N)CCC(C)C2)CC(=O)NC1CCS(=O)(=O)C1 (centres undefined)	4%	11%	?	?	8%	73%	18µM*	2%	11	-8%	-7%
CCCn1c(CN2CCN(C(=O)c3ccco3)CC2)nc2c1c(=O)n(C)c(=O)n2C	2%	4%	30%	0%	0%	-15%	15%	1%	-3	5%	-10%
O=C1CN(C(=O)c2ccco2)C(c2ccccc2)c2cc(Cl)ccc2N1 (centres undefined)	12%	-17%	?	0%	6%	-58%	?	-5%	24	0%	-5%
CCCOC(=O)CCn1c(=S)oc2ccccc21	-11%	6%	2%	-11%	10%	21%	14%	2%	1	1%	1%
Cc1ccc(NC(=S)NCc2ccccc2Cl)c(C)c1	5µM*	0%	6.3µM*	-7%	1%	35%	0%	2%	?	-1%	0%
O=C(CCN1CCCCC1=O)NC1CCCc2c1cnn2-c1ccccc1F (centres undefined)	-3%	-2%	3%	1%	-1%	-10%	3%	1%	2	-1%	2%
NNC(=O)/C(=C/c1cccs1)NC(=O)c1ccccc1Cl	2%	1%	-19%	-3%	-3%	-14%	9%	0%	1	1%	1%
COc1ccc(-c2ccc(SCC(=O)c3cccs3)nn2)cc1OC	5%	-3%	40%	19µM*	-1%	1%	6%	-9%	2	4%	0%
S=c1[nH]nc(-c2ccco2)n1/N=C/c1cccc(Cl)c1Cl	?	-3%	?	-3%	-1%	-8%	-6%	-2%	1	0%	13%
COc1ccc(NC(=O)C2CCCN(C(=O)Nc3ccc(OC)cc3)C2)cc1 (centres undefined)	5%	4%	0%	-12%	-2%	-1%	11%	7%	?	9%	1%
OCCC1CN(Cc2cccn2-c2ccccn2)CCN1C1CCCCC1 (centres undefined)	9%	0%	-2%	1%	0%	-7%	-9%	-5%	2	0%	4%
O=C(Cn1cc(C(=O)C2CC2)c2ccccc21)NC1CCCC1	4%	-2%	31%	0%	1%	23%	24%	2%	3	4%	1%
O=C(CSc1nnc(NC(=O)c2ccco2)s1)NCc1ccc2c(c1)OCO2	-7%	4%	1%	?	-5%	14%	5%	-8%	-2	-2%	0%
O=C(Nc1cc(-c2nc3ncccc3o2)ccc1Cl)c1cccs1	-18%	-6%	-24%	?	1%	-57%	-6%	13%	10	-8%	0%
O=C(C[C@@H]1C/C=C\C[C@@H](Cc2ccc(F)cc2)C(=O)OC[C@@H](Cc2c[nH]c3ccccc23)NC1=O)NCCO	nt	-2%	nt	nt	nt	-32%	-12%	nt	nt	-5%	-3%
CCOc1cc(/C=N/NC(=O)CCn2nnc3ccccc32)ccc1O	0%	-1%	-4%	-11%	0%	-29%	?	-1%	6	-4%	0%
O=C1C=C(c2cc3ccccc3s2)C[C@@H](c2ccc(F)cc2)C1	nt	3%	nt	-1%	-1%	5%	17%	2%	28	0%	8%
CC1CC2=C(NC(=S)NC2c2cccc(F)c2)/C(=C/c2cccc(F)c2)C1 (centres undefined)	4.5µM*	3%	1µM*	-3%	-5%	-51%	?	-2%	-1	-13%	1%
O=C(NCCC1CCCCN1S(=O)(=O)c1ccc(F)cc1)C(=O)NC1CCCC1 (centres undefined)	nt	-5%	nt	-2%	3%	-23%	-20%	-5%	14	-4%	-1%
COc1ccccc1NS(=O)(=O)c1cccc(NC(=O)C(C)NC(=O)c2ccco2)c1 (centres undefined)	nt	2%	nt	1%	-6%	0%	14%	0%	-2	2%	-1%
O=C1c2ccccc2C(=O)N1CCc1nc(-c2cccnc2)no1	7%	1%	-1%	-3%	2%	4%	-1%	-2%	2	0%	1%
O=C(O)c1cc(-c2cccnc2)nc2ccccc12	-4%	4%	6%	-1%	-2%	-21%	?	-1%	0	2%	-2%
CC1/C(=N/O)CC(c2ccccc2)NC1c1ccccc1 (centres undefined)	-16%	-3%	-10%	1%	1%	-5%	-3%	-1%	6	-6%	-1%
COc1ccc(-n2nc([N+](=O)[O-])c(=NCCc3cccc(C)c3)n2O)cc1	-9%	18%	-1%	-8%	?	1%	-4%	2.2µM*	4	-3%	3%
Cc1nnc(N/N=C/c2ccccn2)[nH]c1=O	-4%	12%	-33%	-5%	-17%	-62%	0.92µM*	-24%	nt	12%	2%
Cc1ccccc1NC(=O)n1ncc2cc(Cl)ccc21	6%	11%	-2%	21µM*	10%	-17%	?	14%	1	5%	-6%
c1ccc(CNc2nc(NCc3ccco3)nc(N3CCOCC3)n2)cc1	-4%	2%	?	-12%	-1%	-52%	?	-1%	13	-3%	-1%
O=C(NS(=O)(=O)c1ccc(NC(=O)C2CCCO2)cc1)c1ccccc1 (centres undefined)	-8%	-7%	-42%	1%	-3%	5%	9%	2%	-1	1%	2%
CC(C)NC(=O)c1sc(=S)n2c1[nH]c(=O)c1ccc(C(=O)NCCc3ccc(Cl)cc3)cc12	-3%	1%	-16%	?	-2%	5%	-11%	-3%	0	-5%	-1%
CCn1cc(C(=O)OCC(=O)Nc2ccc(C(C)C)cc2)c(=O)c2ccc(C)nc21	-14%	-1%	25%	?	0%	5%	0%	4%	1	-1%	1%
Cc1ccc(SCCC(=O)N2CCCC2)cc1	-6%	26%	-36%	-14%	25%	?	?	25%	2	15µM*	-1%
O=S1(=O)CCOC[C@H](c2ccccc2)N1Cc1cccc(F)c1	-16%	7%	-7%	-1%	1%	-9%	26%	-2%	4	1%	-5%
CCOC(=O)c1cc2c(=O)n3ccccc3nc2n(C(C)C)c1=NC(=O)c1ccncc1	-8%	-8%	1%	-1%	-2%	7%	?	1%	-1	1%	-2%
CC(C(=O)Nc1ccc(OCc2ccccc2)cc1)N1CCCC1 (centres undefined)	5%	14%	5%	-8%	12%	38%	?	25%	2	8%	-5%
Cc1ccc(S(=O)(=O)NN2C(=O)/C(=C/c3cccs3)SC2=S)cc1	-3%	1%	-3%	?	-8%	-3%	-5%	-3%	0	-5%	2%
COc1ccc(C(=O)Nc2cc3c(cc2OC)CCCC3)cc1Br	-5%	-3%	?	-11%	2%	-40%	-13%	13%	3	-1%	-3%
O=C(Nc1cccc(Cl)c1)c1ccc2c(=O)n3c(nc2c1)CCCCC3	0%	?	26%	3.4µM*	1.6µM*	100%	?	0.89µM*	26	?	7%
